Furin inh = inhibitors of human furin | P09958 | purified furin, fluorogenic substrate cleavage | inhibition, % at 30 µM | 220,000 compounds, 0.061% hits | AID 463115; in the data active = inhibition above about 25%; also: inactives centre near -15
Calpain2 inh = inhibitors of pig calpain II. purified calpain II, fluorogenic peptide substrate, 30 min. inhibition, % at 16 µM. 220,000 compounds, 0.37% hits;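 active = inhibition above about 50%, limit read from the data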
Tb hexokinase = T. brucei hexokinase 1 inhibition | recombinant TbHK1, G6PDH-coupled NADH A340 | inhibition, % at 10 µM | 220,000 compounds, 0.11% hits | AID 1430;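 active = inhibition of 50% or more in the single-dose primary screen; inactive = inhibition below 50%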
PPC-1+TRAIL kill = PPC-1 cancer cell killing with TRAIL present; cell killing (% activity), % at 4 µM; PPC-1 cells + TRAIL, ATPLite viability luminescence; 220,000 compounds, 0.41% hits;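 active = cell killing above 50% in the first pass at 4 µM, then a duplicate retest at 5 µM averaging 50% or more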;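 also: plate controls were cells with TRAIL plus DMSO for no effect and medium-only wells lacking cells for full effect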
KCC2 mod = modulators of human KCC2 chloride dependent transport | B-score of Tl+ flux slope (higher = more flux/activation; lower = inhibition) at 10 µM | KCC2 cells, thallium flux FluoZin-2 fluorescence | 190,000 compounds, 2.2% hits | Q9H2X9;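 active = thallium flux slope and its plate-corrected score both differing from the plate sample mean at a set confidence after two filtering rounds, in either direction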;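 also: slope of fluorescence scaled to starting intensity during 10 to 20 s after thallium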
TRPML3 ag = human mucolipin-3 channel agonism. Q8TDD5. 220,000 compounds, 0.29% hits. HEK293 TRPML3-YFP, Fluo-8 calcium fluorescence; 100% = the carbachol control signal. AID 1448. activation, % at 3 µM;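 active = activation above its plate's cutoff, the mean activation of the plate's test wells plus 3 SD, cut at about 12% in these data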;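 also: 0% = DMSO only wells and 100% = carbachol wells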
Target sequence (Q8TDD5 whole entry, looked up): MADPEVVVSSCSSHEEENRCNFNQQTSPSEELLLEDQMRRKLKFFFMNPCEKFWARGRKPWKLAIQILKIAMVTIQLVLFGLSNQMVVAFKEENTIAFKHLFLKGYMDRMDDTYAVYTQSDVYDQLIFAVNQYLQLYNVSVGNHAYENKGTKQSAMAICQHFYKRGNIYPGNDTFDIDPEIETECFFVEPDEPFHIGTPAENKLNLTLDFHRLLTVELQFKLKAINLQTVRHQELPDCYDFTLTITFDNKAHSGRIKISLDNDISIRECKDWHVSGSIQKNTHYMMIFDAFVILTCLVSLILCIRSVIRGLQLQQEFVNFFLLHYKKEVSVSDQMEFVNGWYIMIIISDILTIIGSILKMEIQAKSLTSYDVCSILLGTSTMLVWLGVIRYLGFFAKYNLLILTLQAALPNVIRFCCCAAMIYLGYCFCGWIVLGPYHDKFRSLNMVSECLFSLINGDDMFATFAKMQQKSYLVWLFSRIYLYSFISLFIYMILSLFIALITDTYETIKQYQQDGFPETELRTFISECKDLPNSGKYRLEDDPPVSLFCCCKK
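Test system: HEK293 cells stably carrying human TRPML3-YFP; Doses: single dose, 3 µM final nominal compound, 0.3% DMSO final; Schedule: dye loading 1 h 37 °C then 30 min ambient, 125 s read; Technique: Fluo-8 calcium fluorescence; Benchmarks: high control carbachol 87 µM, low control DMSO.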
thrombin 1536 = thrombin (human) inhibition; P00734; alpha-thrombin, Boc-VPR-AMC fluorogenic substrate cleavage; inhibition, % at 5 µM; 220,000 compounds, 0.26% hits; AID 1046;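 active = inhibition at or above 40%; inactive = inhibition below 40%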;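 also: 0% = enzyme with no compound and 100% = wells without enzyme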
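Test system: human alpha-thrombin protein / Dosing: one concentration per compound, 5 µM, with 0.2% DMSO / Medium: pH 7.5 Tris-saline with Tween 20 / Benchmarks: no-compound enzyme wells and no-enzyme blanks / Read-out basis: percent inhibition of thrombin substrate cleavage / Timing: reaction at room temperature / Measured by: fluorescence, ex 355 nm, em 460 nm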
EBV gp42 block = blocks Epstein-Barr virus glycoprotein 42 binding; Q1HVG2; Fluorescence polarization binding assay, mP read-out; inhibition, % (tested at 21.74 µM); 220,000 compounds, 0.42% hits; in the data active = inhibition above about 50%
Target sequence (Q1HVG2 whole entry, looked up): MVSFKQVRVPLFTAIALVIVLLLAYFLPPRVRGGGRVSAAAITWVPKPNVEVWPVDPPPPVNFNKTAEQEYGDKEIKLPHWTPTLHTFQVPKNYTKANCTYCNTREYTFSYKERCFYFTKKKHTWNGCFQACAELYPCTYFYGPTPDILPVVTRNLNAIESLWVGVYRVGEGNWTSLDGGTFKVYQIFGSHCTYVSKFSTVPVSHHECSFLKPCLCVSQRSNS
zfTRPN1 agonist = zebrafish TRPN1 (NompC) channel agonism | HEK293 zebrafish TRPN1-YFP, Fluo-8 calcium fluorescence; 100% = response to 87 µM carbachol | AID 1424 | activation, % at 3 µM | 220,000 compounds, 0.18% hits;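 active = activation above its plate's cutoff, the mean activation of test wells on that plate plus 3 SD, cut at about 19% in these data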;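 also: 0% = DMSO alone and 100% = 87 µM carbachol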
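Material: zebrafish TRPN1-YFP in HEK293 cells; Doses: single test compound dose, 3 µM nominal, 0.3% DMSO; Timing: dye loading 1 h at 37 °C, then 30 min room temperature; Technique: intracellular calcium fluorescence with Fluo-8; Benchmarks: high carbachol 87 µM, low DMSO alone.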
* marks the source's active call; other numbers are inactive results; i = inactive; nt = not tested or not shown; [ ] = another dose, or the depositor's remark.

SMILES	Furin inh	Calpain2 inh	Tb hexokinase	PPC-1+TRAIL kill	KCC2 mod	TRPML3 ag	thrombin 1536	EBV gp42 block	zfTRPN1 agonist
COc1ccc(CCNC(=O)C23CCC(C)(C(=O)O2)C3(C)C)cc1OC (centres undefined)	-13	10	-2	14	-0.34	-0.2	-9	-9	-0.3
Fc1cccc(Cl)c1CSc1nnc2ccccn12	-20	31	-3	20	-0.31	1.4	-12	-13	1.3
O=C(NC1CCCCC1)N1CCc2[nH]c3ccccc3c2C1	-19[20 µM]	1	-3	-4	nt	1.3	-6	1	0.0
CCOc1ccc(Oc2nc(NCC(C)C)nc(OC)n2)nn1	-17	-6	-2	16	0.87	0.0	3	-4	1.2
O=C(NCc1ccc2c(c1)OCO2)C1CCN(c2ccc(S(=O)(=O)N3CCCC3)cc2)CC1	-9[20 µM]	-7	-6	15	-0.96	8.6	-3	-26	10
O=C1C(C2=NC(C(=O)O)C3C(=O)N(c4ccccc4)C(=O)C23)=C(O)c2ccccc21 (centres undefined)	5[20 µM]	14	-34	-3	nt	-0.5	-3	-12	1.2
NC(=O)C1CCCNC1 (centres undefined)	-26	-21	-14	1	0.012	nt	2	-13	nt
Cc1nc2cc(C(=O)N3c4ccccc4CC3C)ccc2s1 (centres undefined)	-11	16	-3	-6	nt	1.2	-15	-6	1.4
Cc1cccc(NC(=O)c2ccco2)c1C(=O)O	-14	-18	-6	3	0.61	0.3	-5	-10	0.4
COc1cccc(C(=O)COc2cccc(NC(=O)c3cccc([N+](=O)[O-])c3)c2)c1	-8	-10	10	38	nt	0.0	-4	-9	2.8
CC1CCN(c2ccc(C(=O)N3CCOCC3)cc2[N+](=O)[O-])CC1	2[20 µM]	-26	-1	3	nt	1.4	-1	0	0.4
C/C(CC1CC(COCCC(C)C)OC1=O)=N\NC(N)=S (centres undefined)	-21[20 µM]	-13	-2	0	0.09	0.4	-5	0	-0.1
O=c1c(Cl)c(N2CCN(c3ccc(F)cc3)CC2)cnn1-c1nc2ccccc2s1	-20	2	-5	11	0.23	1.3	-5	-18	1.9
O=C(Nc1ccc(C(F)(F)F)cc1)C1CC(=O)N(c2ccc3c(c2)OCCO3)C1 (centres undefined)	-22[20 µM]	-27	0	-12	nt	1.2	3	-5	-0.8
CCOC(=O)c1c(C)nc(-c2ccccc2)nc1NC(=O)C(C)C	-1[20 µM]	-31	1	11	nt	-0.8	-6	-17	-0.9
CCCCC(C(=O)O)C(C)CC(=O)Nc1nccs1 (centres undefined)	-16	12	-16	3	1.4	1.0	-8	-11	-0.7
O=C(Cc1ccccc1)NNC(=S)Nc1ccc(Cl)cc1	-22	25	7	21	nt	0.3	-4	-2	-0.7
COC(=O)c1ccc(C(=O)NC(=S)Nc2nc3c(s2)CCCC3)cc1	-15	-55	-3	-7	25*	0.8	-10	-3	0.6
Cn1nc(-c2ccccc2)c(C(=O)Nc2ccc(Cl)cc2)c1Cl	-23[20 µM]	-31	-2	11	nt	0.9	-11	-4	1.5
CCC(=O)N(c1ccc(C(=O)O)cc1)c1nc(-c2ccc(OC)cc2)c(C)s1	-25	-30	0	6	-1.4	0.6	-2	34	0.1
CC(C)(Oc1ccc(-c2ccco2)cc1)C(=O)O	-19	-84	11	8	0.78	1.0	-2	-12	1.1
COCCCn1c(-c2ccccc2)nc2ccccc2c1=O	-29	-14	-4	10	-1.5	0.9	-4	-10	0.5
Cc1ccnc(N(C(=O)c2cccs2)C(=O)c2cccs2)c1	-21[20 µM]	2	-7	5	nt	1.0	5	-6	-1.2
CCCCOC(=O)c1cc(=O)[nH]c2ccccc12	-19[20 µM]	-346	-11	11	1.5	-0.2	-13	-10	-1.4
O=C(Nc1ccc(Nc2ccccc2)cc1)N1CCOCC1	-15[20 µM]	-38	-4	-20	-0.34	0.5	-14	-11	1.6

2 records picked at random from the list so far, as already listed:
SMILES	Furin inh	Calpain2 inh	Tb hexokinase	PPC-1+TRAIL kill	KCC2 mod	TRPML3 ag	thrombin 1536	EBV gp42 block	zfTRPN1 agonist
Cn1nc(-c2ccccc2)c(C(=O)Nc2ccc(Cl)cc2)c1Cl	-23[20 µM]	-31	-2	11	nt	0.9	-11	-4	1.5
NC(=O)C1CCCNC1 (centres undefined)	-26	-21	-14	1	0.012	nt	2	-13	nt

(listing goes on)
SMILES	Furin inh	Calpain2 inh	Tb hexokinase	PPC-1+TRAIL kill	KCC2 mod	TRPML3 ag	thrombin 1536	EBV gp42 block	zfTRPN1 agonist
O=C(Cc1ccc(Br)cc1)N(Cc1ccccc1)c1ccccn1	5	37	11	5	-2.8	-0.3	26	4	-1.3
Cc1cc(O)c(NC(=O)c2ccc(Br)o2)cc1C	-12[20 µM]	7	2	19	-0.00078	-1.1	-5	-6	-2.0
CCOC(=O)c1c(NC(=O)CN2CCOCC2)sc2c1CC(C)(C)OC2	-10	-13	-11	6	0.04	-0.5	-3	-6	-0.5
CCN(c1cccc(C)c1)S(=O)(=O)c1cnc[nH]1	-29[20 µM]	-31	-2	-2	nt	0.2	-1	-9	-1.1
CC(C)n1cc(/C=C2/NC(=O)NC2=O)c2ccccc21	-23	-24	-9	12	-0.77	-0.4	-15	-15	-0.8
COc1ccc(CCN(C)CC(=O)Nc2cc(C)nc3ccccc23)cc1OC	-24	7	-13	19	-0.17	1.1	0	-16	2.2
O=C1CC2c3ccccc3C1C1C(=O)N(CCc3ccccc3)C(=O)C21 (centres undefined)	-23	-20	-3	-5	nt	0.4	-6	-8	-1.5
CCOC(=O)NN1C(=O)c2ccccc2NC1c1cccc(O)c1 (centres undefined)	-13	-357	30	-8	0.21	0.9	1	-12	-0.2
Cc1ccc([N+](=O)[O-])cc1NC1CC(O)C(CO)O1 (centres undefined)	-21	-3	-5	6	0.64	-0.1	-1	-10	0.1
COc1ccc(OC)c2sc(NC(=O)CCS(=O)(=O)c3ccccc3)nc12	-19	nt	-7	nt	0.016	-0.2	nt	nt	0.0
COc1c(OC(C)=O)ccc(/C=C/c2ccc3cccc(OC)c3n2)c1[N+](=O)[O-]	3	-44	-30	30	-3.5	-0.6	-8	11	-1.0
CCCCC1OC23CCCCC2C(C#N)(C#N)C1(C#N)C(=N)O3 (centres undefined)	-14	-21	25	15	-0.76	0.8	2	-9	-0.2
O=C(Nc1ncc(Cc2ccccc2)s1)C1=NCCN1	-16	-10	-10	7	-0.99	1.1	4	-6	1.1
O=c1cc(CN2CCOCC2)c2c(ccc3ccccc32)o1	-26	20	1	18	0.79	0.7	-5	-2	-0.3
COc1ccc(S(=O)(=O)Nc2ccc(S(=O)(=O)N3CCCC3)cc2)cc1	-26[20 µM]	30	-2	12	1.1	0.2	-1	-7	-0.8
O=C(NCC1CCCO1)c1ccc2c(c1)C(=O)N(C1CCCCC1)C2=O (centres undefined)	-2	-10	-1	9[5 µM]	0.044	1.5	-4	-15	1.8
Cn1cccc1C(C#N)c1ccccc1C#N (centres undefined)	-4	-24	-4	-14	1.4	-0.2	-13	-11	-0.4
CC(Sc1nnc2ccccn12)C(N)=O (centres undefined)	-25	0	-7	3	0.93	0.7	-10	-20	-1.2
Cn1c(/C(C#N)=C/c2ccncc2)nc2ccccc21	-8	-25	-16	-11	1	0.0	-2	-9	-0.5
COCCNC(=O)C(C)Oc1ccc(Cl)cc1Cl (centres undefined)	-21[20 µM]	-10	4	11	0.18	0.3	-4	8	-0.8
O=C(Cn1nnc2c(cnn2-c2ccc(F)cc2)c1=O)c1ccccc1F	-16[20 µM]	-126	-4	7	0.56	0.3	-8	-5	0.2
O=C(c1ccccc1)N1CCN(C2CCCCCC2)CC1	-19	0	0	-20	0.19	0.5	-3	-10	0.3
COc1ccc(C/C(C)=N/NC(=O)c2cccnc2)cc1	-27	7	-1	3	-0.063	1.1	-2	-12	0.1
Cc1ccc(Cn2c(SC3CCOC3=O)nc3ccccc3c2=O)cc1 (centres undefined)	-7	-1	-1	-21	-0.51	0.5	-15	-15	0.5
CCCC(=O)n1nc(-c2cccnc2)nc1NCc1ccccc1	-20	-1	-1	-12	-0.7	0.8	100*	0	0.5
Carrying on.
SMILES	Furin inh	Calpain2 inh	Tb hexokinase	PPC-1+TRAIL kill	KCC2 mod	TRPML3 ag	thrombin 1536	EBV gp42 block	zfTRPN1 agonist
CC(C(=O)NCc1ccccn1)c1ccc([N+](=O)[O-])cc1 (centres undefined)	-15	-11	-3	8	-1.1	0.3	-3	-8	-0.1
Cc1ccccc1CSc1nc2n(n1)C(c1cccs1)C1=C(CCCC1=O)N2 (centres undefined)	-13[20 µM]	-293	-16	15	nt	0.2	0	-12	-0.2
COc1ccc(C2=NOC(C(=O)NC(C)C)C2)cc1 (centres undefined)	-2	-5	31	10	0.12	1.0	0	-17	1.6
O=C(COC(=O)/C=C/c1ccc2c(c1)OCO2)Nc1ccc(S(=O)(=O)N2CCCC2)cc1	-21	-109	-20	14	-1	0.7	-1	-33	2.2
C/C(CCc1ccco1)=N\NC(=O)CNc1c(Br)cc(Br)cc1Br	-22	-44	-9	0	0.27	1.0	-4	-4	-0.3
CCC(C)Sc1nc(C)nc2c1c(=O)n(C)c(=O)n2C (centres undefined)	-10	-10	-1	-22	nt	1.1	-4	-6	1.0
Cc1onc(-c2c(Cl)cccc2Cl)c1C(=O)N1C=CC(C(F)(F)F)=NCC1	-18[20 µM]	-3	-14	1	0.5	0.7	-3	-20	1.3
CSc1nsc2nc(=O)c(/C=C3\C=Nc4ccccc43)c(N)n12	-9	-1	-3	-5	-3.1*	0.9	-8	-1	0.6
Cc1cc(N2CCN(c3ccccc3)CC2)n2c(n1)nc1ccccc12	9	-107	-9	4	-0.82	-1.1	-2	-11	-0.1
COc1ccc(-c2nnc(SCC(=O)Nc3sc4c(c3C#N)CCCC4)n2-c2ccccc2)cc1	-13[20 µM]	-54	1	22	0.96	0.2	-1	-13	-0.1
CCOC(=O)N1CCN(C(=O)c2ccc3nc4ccc(Cl)cc4c(=O)n3c2)CC1	-28	i	-21	1	nt	0.2	-7	-2	-0.7
COc1ccc(NC(=O)c2ccc(CNc3c(N4CCCC4)c(=O)c3=O)cc2)cc1Cl	-24	-28	-4	16	-0.66	-0.6	-4	-11	1.7
COc1cc(C2C(C#N)=C(N)Oc3n[nH]c(C)c32)ccc1OC(=O)c1ccccc1 (centres undefined)	-15[20 µM]	-7	-7	6	0.52	0.5	-2	-8	0.8
N#Cc1cccc(NC(=O)CSc2n[nH]c(=O)[nH]c2=O)c1	-17	6	-5	3	nt	0.8	-1	0	3.0
Cc1sc2ccccc2[n+]1CC(=O)O	-7	16	-1	16	0.37	0.0	-2	-6	0.6
COc1ccc(C)cc1NC(=O)CSc1nnnn1Cc1ccccc1	-17[20 µM]	13	4	23	-2.2	-1.8	4	-10	-2.0

KCC2 mod, what is marked active above
structure | Furin inh | Calpain2 inh | Tb hexokinase | KCC2 mod | TRPML3 ag | thrombin 1536 | EBV gp42 block
COC(=O)c1ccc(C(=O)NC(=S)Nc2nc3c(s2)CCCC3)cc1 | -15 | -55 | -3 | 25* | 0.8 | -10 | -3
CSc1nsc2nc(=O)c(/C=C3\C=Nc4ccccc43)c(N)n12 | -9 | -1 | -3 | -3.1* | 0.9 | -8 | -1

Bioassay records as filed in PubChem.

Hits appear at their usual frequency; any-hit rate near 3.6%.
